Growth percent in the NCI-60 one-dose screen (48 h, 10 µM unless noted): 100 = growth as untreated, 0 = no growth, -100 = all killed.
MOLT-4 – MOLT-4 leukemia cells. actives 6.9% (n = 80,000)
HOP-92 – HOP-92 NSCLC cells. actives 6.3% (n = 71,000). AID 1794738
M14 – M14 melanoma. actives 6.2% (n = 80,000). AID 1794745
HOP-62 – HOP-62 NSCLC; AID 1794735; actives 3.9% (n = 80,000)
EKVX – EKVX NSCLC; actives 3% (n = 71,000)
CCRF-CEM – CCRF-CEM leukemia | actives 7% (n = 77,000) | AID 1794778
RPMI-8226 – RPMI-8226 leukemia cells; actives 7.5% (n = 77,000); AID 1794781
A549/ATCC – A549/ATCC NSCLC; AID 1794740; actives 3.7% (n = 81,000)
* = called active by the depositor; . = no result given; & = joins results of further samples. Rule for the calls: active = growth percent below 10; inactive = the rest.

SMILES	MOLT-4	HOP-92	M14	HOP-62	EKVX	CCRF-CEM	RPMI-8226	A549/ATCC
O=C(Nc1ccc2ccccc2c1)c1cccc2ccccc12	72	90	89	111	97	73	95	82
COc1ccc(-n2c(CO)ccc2CNc2ccccc2OC)cc1	.	70	84	69	79	44	51	72
O=C(O)/C=C/C(=O)Nc1ccc(Cl)c(Cl)c1	111	82	110	115	88	98	105	132
COc1ccc(/C=C2\C(=O)Nc3ccccc32)cc1OCc1ccccn1	75	70	102	95	74	71	72	98
Nc1[nH]c(=O)[nH]c(=O)c1N=Cc1ccccc1	102	101	111	104	112	98	101	107
Cc1ccc(Cl)cc1N=C=S	128	87	104	92	104	88	94	103
COc1ccc(CCNC(C)=O)cc1OC	102&97	99	93&94	101&97	101&110	102&110	103&103	110&106
CCOC(=O)c1c2c(n3ccc(NC(=O)CCN4CCOCC4)cc13)C(=O)c1ncccc1C2=O	19	45	25	40	60	19	32	40
COc1ccc(/C=C/C(=O)c2ccc(NC(=O)c3cc4cc5ccccc5nc4s3)cc2)cc1OC	114	108	99	92	95	104	99	105
CC(Br)C(=O)c1cccc2ccccc12 (centres undefined)	101	103	100	101	99	99	104	87
COc1c(N2CC3CCCNC3C2)c(F)cc2c(=O)c(C(=O)N/N=C/c3ccccc3)cn(C3CC3)c12 (centres undefined)	79	75	.	97	95	78	73	101
COc1ccc(NC(=O)Nc2nc3ccc(OC(F)(F)F)cc3s2)cc1	80	103	107	102	76	98	89	101
N#Cc1c(-c2ccc(Cl)cc2)[nH]c(=S)[nH]c1=O	99	105	105	95	102	101	105	99
COc1ccc(C(=O)n2nc(CC(=O)NCCc3ccccc3)nc2N)cc1	102	118	103	102	109	107	114	102
COc1ccc2[nH]cc(-c3nc(N)nnc3-c3ccccn3)c2c1	103	95	97	87	89	94	96	90
FC(F)(F)c1ccc(-c2cnc(-c3ncon3)nc2NC2CCCCCC2)cc1	79	26	56	86	.	59	17	56
N=C(N)SC(c1ccccc1)c1ccccc1	95	77	84	96	82	94	83	98
N#Cc1c(Nc2ccccc2)n[nH]c1-c1ccc(Cl)cc1	80	70	79	99	80	76	58	81
Cc1[nH]c2ncnc(Nc3ccc(C(=O)Nc4cccc(Cl)c4)cc3)c2c1C	103	95	106	108	101	108	103	89
CC1(C)NC(=O)N(Br)C1=O	114	97	114	105	.	101	99	104
COC(=O)/C=C1\S/C(=N\NC(=O)c2cc3ccc2/C=C\c2ccc(cc2)/C=C\3)N(c2cccnc2)C1=O	78	92	92	96	97	69	17	98
CCOc1ccc(-c2nn(-c3ccccc3)cc2/C=C2\SC(=S)N(CCCC(=O)O)C2=O)cc1[N+](=O)[O-]	70	114	38	62	78	34	64	71
Cc1ccc(S(=O)(=O)Nc2ccccc2/C=N/NC(=O)c2ccncc2)cc1	104	78	91	91	99	91	67	100
CCOc1cc2c(cc1OCC)C1CN(C2)Cc2cc(OCC)c(OCC)cc21	100	99	97	83	90	.	93	95
CC(=O)NC(CCC(=O)c1ccccc1)C(=O)O (centres undefined)	.	98	91	76	99	103	91	63
CCOC(=O)C1=C(C)NC(SCc2nc(C)c(C)nc2C)N=C1c1ccccc1Cl (centres undefined)	86	78	98	97	97	96	37	97
COC(=O)c1[nH]nc2c1C1(C(=O)Nc3ccccc31)C(C#N)=C(N)O2 (centres undefined)	114	.	102	114	100	111	106	109
O=C(Nc1ccc(Cl)cc1)Oc1ccc2ccccc2c1	81	.	74	89	.	67	70	87
CC(=O)/C=C/c1cccc2c1C(=O)NC(C)(c1cc3cc(Br)ccc3oc1=O)N2 (centres undefined)	-6.3*	.	31	50	34	0.8*	2.7*	55
N#Cc1c(Nc2ccccc2)n[nH]c1-c1ccc(F)cc1	92	63	99	101	76	89	75	77

Some of the entries so far, with two lines to a compound.
Results follow in this order: MOLT-4, HOP-92, M14, HOP-62, EKVX, CCRF-CEM, RPMI-8226, A549/ATCC
> O=C(Nc1ccc2ccccc2c1)c1cccc2ccccc12
 : 72, 90, 89, 111, 97, 73, 95, 82
> COc1ccc(-n2c(CO)ccc2CNc2ccccc2OC)cc1
 : ., 70, 84, 69, 79, 44, 51, 72
> O=C(O)/C=C/C(=O)Nc1ccc(Cl)c(Cl)c1
 : 111, 82, 110, 115, 88, 98, 105, 132
> COc1ccc(/C=C2\C(=O)Nc3ccccc32)cc1OCc1ccccn1
 : 75, 70, 102, 95, 74, 71, 72, 98
> Nc1[nH]c(=O)[nH]c(=O)c1N=Cc1ccccc1
 : 102, 101, 111, 104, 112, 98, 101, 107
> Cc1ccc(Cl)cc1N=C=S
 : 128, 87, 104, 92, 104, 88, 94, 103
> COc1ccc(CCNC(C)=O)cc1OC
 : 102&97, 99, 93&94, 101&97, 101&110, 102&110, 103&103, 110&106
> CCOC(=O)c1c2c(n3ccc(NC(=O)CCN4CCOCC4)cc13)C(=O)c1ncccc1C2=O
 : 19, 45, 25, 40, 60, 19, 32, 40
> COc1ccc(/C=C/C(=O)c2ccc(NC(=O)c3cc4cc5ccccc5nc4s3)cc2)cc1OC
 : 114, 108, 99, 92, 95, 104, 99, 105
> CC(Br)C(=O)c1cccc2ccccc12 (centres undefined)
 : 101, 103, 100, 101, 99, 99, 104, 87
> COc1c(N2CC3CCCNC3C2)c(F)cc2c(=O)c(C(=O)N/N=C/c3ccccc3)cn(C3CC3)c12 (centres undefined)
 : 79, 75, ., 97, 95, 78, 73, 101
> COc1ccc(NC(=O)Nc2nc3ccc(OC(F)(F)F)cc3s2)cc1
 : 80, 103, 107, 102, 76, 98, 89, 101
> N#Cc1c(-c2ccc(Cl)cc2)[nH]c(=S)[nH]c1=O
 : 99, 105, 105, 95, 102, 101, 105, 99

(more compounds)
SMILES	MOLT-4	HOP-92	M14	HOP-62	EKVX	CCRF-CEM	RPMI-8226	A549/ATCC
Cc1cccc(C)c1OCCN(C)C	97	110	109	102	109	101	100	94
COc1ccc(/C=C/C=C(C(=O)O)C(=O)O)cc1	87	102	81	99	102	89	103	100
Oc1[nH]c2ccc(Cl)cc2c1N=Nc1nc(N=Nc2c(O)[nH]c3ccc(Cl)cc23)nc(N2CCOCC2)n1	63	26	77	38	85	20	36	101
CC1=CC(OC(=O)C(C)(O)CCC(C)(C(=O)OC2(C(C)C)CCCC3(C)OC32)C(C)C)C(C(C)C)CC1 (centres undefined)	101	110	120	97	100	94	104	99
Cc1nc2ccc(Cl)cn2c1-c1nnc(SCc2ccc(C#N)cc2)o1	84	75	92	72	75	102	89	82
O=[N+]([O-])c1ccc(S(=O)(=O)N/N=C/c2ccc3c(c2)OCO3)cc1	97	73	111	106	101	109	337	90
CCOC(=O)c1sc2c(c1C)c(=O)nc1c(-c3nc(-c4ccccc4)cs3)n[nH]n12	93	101	101	84	84	91	96	85
CCCCC1(CC)COC(CCC)OC1 (centres undefined)	103	80	100	96	93	102	102	103
CSc1cc(SC)nc(SC)n1	90	.	104	107	101	100	106	101
Cc1oc2ncnc(Nc3cccc(Cl)c3)c2c1CO	86	91	94	89	64	100	70	82
COc1ccc(/C=C/C(=O)c2ccc(NC(=O)CSc3nnc(-c4ccc(Cl)cc4)n3-c3ccccc3)cc2)cc1	66	107	92	103	89	95	60	74
Cc1c(Br)cc(Cl)c(O)c1Br	92	95	104	103	99	93	98	103
CCCCCCCCCCOC(=O)c1cccnc1	97	74	103	95	80	97	95	102
COc1ccc2c(c1)c1c(OC(C)=O)c3c(nc1n2C(C)=O)-c1ccccc1C3	107	99	94	80	84	99	94	98
CC(=O)/C(=C\c1cccc([N+](=O)[O-])c1)C(=O)Nc1ccccc1C	100	85	99	91	94	94	80	88
Cc1ccc(Cc2cnc(NC(=O)CN3C(=O)S/C(=C\c4cc(Cl)ccc4Cl)C3=O)s2)cc1	94	107	108	108	99	107	108	99
C=C1C[C@@H](c2cccc(C)c2C)O[C@H]2C[C@@H](C)CC[C@H]12	112	91	103	75	100	76	97	77
CCOc1ccc(N=Nc2sc(Nc3cccc(Nc4nc(C)c(N=Nc5ccc(OCC)cc5)s4)c3)cc2C)cc1	102	75	107	101	93	114	107	88
Cn1c(=O)[nH]c(=O)c2nc(/C=C(\O)c3ccc(F)cc3)c(=O)[nH]c21	108	92	106	107	97	104	107	104
O=c1c2cc(F)ccc2sc2c(N3CCNCC3)nc3ccccc3c12	-34*	37	-53*	61	73	-28*	.	34
Nc1nc(C(=O)OCCBr)cs1	97	93	99	91	101	102	102	107
CS(=O)(=O)c1ccccc1C=O	103	93	.	99	113	98	108	111
CN1C[C@]2(NC(=S)N(Cc3ccccc3)C2=O)[C@]2(C1)C(=O)NC1C=CC(Cl)=C[C@H]12 (some centres undefined)	82	65	100	103	103	85	93	85
CCCCCN(CCCCC)CC(O)c1ccc2c3c(cccc13)CC2 (centres undefined)	92	.	75	89	63	79	64	85
CC(=O)OC1CC(C(C)C)CCC1C (centres undefined)	.	.	104	101	109	.	.	91
O=C(OCc1ccc2c(Br)cc(Br)c(O)c2n1)c1c[nH]c2ccccc12	44	76	56	43	35	36	53	43
CCCCCCCCCCCCCCCCCCNC(=S)NCCCCCCCCCCCCCCCCCC	71	55	95	101	100	93	98	97
CNC(=O)c1ccc(S(=O)(=O)Nc2ccc(NC(=O)CCCC(=O)O)cc2)cc1	96	92	108	92	108	102	120	108
Nc1ncc(-c2c(F)c(F)c(F)c(F)c2F)s1	92	87	107	87	45	104	105	93
O=C(O)CCCN1C(=O)/C(=C/c2cc3cc4c(cc3nc2Cl)OCO4)SC1=S	100	.	101	126	101	80	76	96
CC(C)c1ccc(NC(=O)Nc2ccc(NC(=O)CCCC(=O)NOCc3ccccc3)cc2)cc1	71	104	97	91	105	75	91	85
COc1cccc(C(=O)N(c2ccc(F)c(C(F)(F)F)c2)C(C(=O)NC(C)(C)C)c2cc3c(C)cc(C)cc3nc2Cl)c1 (centres undefined)	51	61	87	81	70	76	64	65
Clc1ccc(N/N=C/c2ccc(-n3cccn3)cc2)c(Cl)c1	101	95	94	91	88	105	103	102
O=C(Nc1cccc(Cn2c(=O)[nH]c3ccc(Oc4ncccn4)cc3c2=O)c1)Nc1ccccc1F	59	.	100	92	90	89	79	83
O=S(=O)(O)c1cccc2c(O)cccc12	95	97	107	99	101	91	103	93
Nc1nc(N)c(N=Nc2ccc(S(=O)(=O)Nc3ccccn3)cc2)c(=O)[nH]1	96	107	104	90	100	102	107	98
O=C1NC(=O)/C(=C/c2ccccc2)N1	98	95	109	103	.	122	113	101
CCCCCN1C(=O)CCC1=O	110	79	107	93	99	-52*	.	99
CC1(C)CC[C@]23CC[C@]4(C)[C@H](CC[C@@H]5[C@@]6(C)CCCNC(C)(C)[C@@H]6CC[C@]54C)[C@H]2[C@H]1OC3=O	75	80	97	103	101	81	61	88
C=CCn1c(SCC(=O)Nc2ccc(Cl)cc2)nnc1-c1ccc(OC)cc1	94	74	71	90	80	92	95	88
CC1=NN(C2=NC(=O)C(CC(=O)Nc3ccccc3C(F)(F)F)S2)C(c2ccc(N(C)C)cc2)C1 (centres undefined)	28	7.1*	48	78	49	37	25	38
CC(=O)Nc1ccc(-c2cn(-c3cccc(C(=O)Nc4cccc(OC(F)(F)F)c4)c3)nn2)cn1	109	122	80	98	105	98	96	86
CCCCCNC(=O)COc1ccc(CCN2CCn3c(nc4c3c(=O)n(C)c(=O)n4C)C2)cc1	84	91	101	108	93	93	83	94
CC(=O)c1c(/C=C/c2ccc(C)cc2)c2ccccc2[nH]c1=O	87	73	104	89	95	105	92	85
CCSc1ccccc1	98	104	105	104	.	100	107	99
N#C/C(=C\c1ccc(-c2cccc(C(F)(F)F)c2)o1)c1nc(-c2cccs2)cs1	93	91	96	100	73	84	.	99
CC(=O)Nc1nnc(SCc2ccccc2)s1	99	74	104	86	104	96	92	79
COc1cc(-c2noc([C@@H](C)NS(=O)(=O)c3ccc(C)cc3)n2)cc(OC)c1OC	106	104	95	101	101	99	86	99
COc1ccc(-c2cs/c(=N\N=C\c3ccc(O)cc3O)n2/N=C/c2ccc(O)cc2O)cc1	-35*	2.3*	-19*	-39*	7.6*	2.6*	-26*	-22*
O=[N+]([O-])c1ccc(N=Nc2ccc(O)c3c(O)cc(S(=O)(=O)O)cc23)cc1S(=O)(=O)O	104	.	108	103	112	100	125	96
(list continues)
SMILES	MOLT-4	HOP-92	M14	HOP-62	EKVX	CCRF-CEM	RPMI-8226	A549/ATCC
CCOC(=O)C1=C(C(=O)OCC)N(c2ccc(Cl)cc2)C(N)=C(C#N)C1c1cc(=O)[nH]c2ccccc12 (centres undefined)	99	108	100	93	88	110	97	108
COc1ccc(-c2nc3c(nc(C)c4ccc(-c5ccccc5)nc43)o2)cc1	101	132	107	100	89	91	102	89
CC(=O)C1(O)CCC2C3CCC4CC(=O)CCC4(C)C3C(=O)CC21C (centres undefined)	87	85	99	110	96	91	87	100
C=CCOC(=O)Nc1cccn([C@H](CC(C)C)C(=O)NCCC(C)C)c1=O	94	74	61	109	97	50	90	82
CC(=O)c1c(-c2ccccc2C(=O)O)nc2c(-c3nc4ccccc4s3)c(Nc3ccccc3)nn2c1C	75	89	99	87	86	77	85	92
COc1ccc(NC(=O)N/N=c2\cc(C)c3ccc(O)cc3o2)cc1	89	105	94	92	111	95	98	101
CCCCCCC(=O)OCC(C)O (centres undefined)	95	83	104	86	.	.	97	107
CCCSc1nc(NC2CC2)c(C#N)c(-c2ccc(C(C)C)cc2)n1	28	94	79	86	98	13	26	99
O=c1cc(-c2nc3ccc(F)cc3s2)c2cc(Cl)c(Cl)cc2o1	87	.	96	102	.	82	72	86
COc1cc(-c2nc(-c3nnc(-c4ccccc4)o3)c3ccccn23)cc(OC)c1OC	81	60	98	83	85	.	54	86
COc1ccc(/C=C2\CN(Cc3cn(CCCNc4ccnc5cc(Cl)ccc45)nn3)C/C(=C\c3ccc(OC)c(OC)c3)C2=O)cc1OC	-13*	25	-21*	-1.6*	.	-15*	-35*	5.3*
c1ccc2c(OCc3nc4ccccc4[nH]3)cccc2c1	76	63	89	89	.	87	.	90
Cc1cc(=O)oc2cc(OCc3cn(CCNc4nc(-c5ccc(Cl)cc5)cn5ccnc45)nn3)ccc12	.	71	96	90	85	66	81	81

Assay outcomes deposited in PubChem BioAssay by NCI.
